Source: PubChem BioAssay
Lipid droplet: hepatic lipid droplet formation modulation; AML12 mouse hepatocytes, oleate lipid droplets, BODIPY imaging; inhibition, % at 6.5 µM; actives 0.4% (n = 240,000);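 active = lipid droplet intensity inhibited by at least 50%, with more than 500 cells counted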
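Assay system: AML12 hepatocytes (mouse); Probe or stimulus: oleic acid at 100 µM to induce lipid droplet formation; Dosing: compound at 6.5 µM only; Schedule: compound with oleate, overnight; Detection: fluorescence imaging, 20x objective, two fields per well; Measure: % inhibition of lipid droplet signal.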
Ins promoter up: MIN6 insulin promoter up-regulation; z-score at 5 µM; AID 1625; MIN6 insulin promoter-GFP reporter, high-content imaging; stronger effect = higher value; actives 0.3% (n = 190,000);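 active = z-score above 3 at 5 µM with at least 500 cells counted in the well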
MT stabilizer: stabilizes microtubules in HeLa cells | HeLa tubulin immunostaining HCS, 24 h; share of cells brighter than vehicle mean+2SD | % tubulin-high responders, % at 10 µM | actives 0.83% (n = 200,000);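 active = plate Z-score above 3 for both tubulin-high and condensed-nucleus cell shares, with cell loss under 80%, at 10 µM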;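 also: anti alpha tubulin signal scored within the nucleus-defined area of each cell; some results filed as inactive read as strong as hits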
Autophagy HCS: alters autophagy in cells; MEF GFP-LC3 puncta imaging; test concentration mostly 10 µM; calls only at 10 µM (by protocol); actives 0.98% (n = 190,000);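 active = percentage of spot-positive cells more than 3 SD above its plate mean, without a fluorescence outlier flag or 80% toxicity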;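 also: spot-positive cell cutoff set from DMSO-treated cells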
HEK293 NOD2/NF-kB: NOD2 signaling inhibitors, cell-based, luminescence, uHTS, HEK293 (AID 1566); HEK293 NOD2/NF-kB luciferase reporter, luminescence; higher % means a stronger effect; one-dose inhibition, % at 4 µM; EC50 in µM for titrated hits; actives 0.63% (n = 290,000); in the data active = inhibition above about 50%; also: many of its hits are not listed in these tables
Dynein cargo inh: dynein cargo transport inhibition. 3617.4 mouse cells, GR-EGFP nuclear translocation imaging; test concentration mostly 20 µM; stimulated with dexamethasone, 1 µM; stronger effect = lower value. z-score, hits read low. actives 0.47% (n = 220,000);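 active = plate z-score of nuclear minus cytoplasmic receptor signal below a set negative limit, without overly bright fluorescence or cell loss, cut at about -3.5 in these data, passing the limit was not always enough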;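 also: z-score of nuclear minus cytoplasmic ring GR-EGFP intensity difference per well; some compounds called inactive have numbers as strong as hits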
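Buffer or medium: tet-free, stripped-serum medium; reagent: dexamethasone at 1.0 µM final, 30 min; incubation: 48 h induction, 1 h compound, 30 min dex at 37 °C; measured by: formaldehyde fixation, Hoechst nuclear stain, 10x automated fluorescence imaging; read-out: nuclear-to-cytoplasmic GR-EGFP distribution per well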
Yfh1-off respiration: enhancers of respiration in Yfh1-depleted yeast, dose response, Friedreich's ataxia, plus single-dose screen (AID 1465). one-dose fold induction at 50 µM; EC50 in µM for titrated hits. S. cerevisiae Yfh1-off respiration, WST-1 reduction, 72 h; higher fold induction means a stronger effect. actives 0.074% (n = 220,000);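 active = fold induction of absorbance versus untreated yeast above a set limit, then at least 30% activation at any dose in follow-up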;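 also: activators that raise dye reduction in frataxin-depleted yeast; strong numbers were not always called active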
bCat nuc transl: beta-catenin nuclear translocation modulation | HeLa beta-catenin nuclear translocation, immunofluorescence imaging | AID 1665 | nuclear translocation activity, % at 5 µM | actives 0.3% (n = 190,000);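 active = nuclear translocation activity above 50% at 5 µM, with a well cell count of 50 or more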;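 also: per-cell ratio of nuclear to cytoplasmic median beta-catenin stain intensity; plate controls were DMSO negative control for no effect and GSK-3 inhibitor IX positive control for full effect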
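Test system: human HeLa cells, native beta-catenin. Compound dosing: 5 µM primary single dose, 0.1% DMSO, 0.02–20 µM confirmation series. Incubation: compound exposure 24 h at 37°C. Detection: beta-catenin immunostaining with DAPI counterstain, 20x imaging, 6 fields/well. Read-out basis: Nuclear/cytoplasmic beta-catenin signal ratio, % activation.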
WT yeast gro inh: growth inhibition of WT yeast, mitochondrial fusion screen | mitochondrial fusion phenotypic screen, WT strain | inhibition, % at 10 µM | actives 2.1% (n = 190,000) | AID 1362; in the data active = inhibition above about 58%; tested in S. cerevisiae
WT yeast gro inh mutant strain: further read-out of WT yeast gro inh, marked with its call; inhibition, %; mitochondrial fusion phenotypic screen, mutant strain inhibition
Dynein cargo inh cytoplasmic EGFP: also measured in Dynein cargo inh; calls as there; z-score; measured here: cytoplasmic GR-EGFP intensity; stronger effect = higher value
Dynein cargo inh nuclear GR-EGFP: further read-out of Dynein cargo inh, marked with its call; z-score; measured here: nuclear GR-EGFP intensity;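 lower value marks the stronger effect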
Dynein cargo inh cell count: recorded beside Dynein cargo inh, whose call it bears; z-score; measured here: cell count per field
Ins promoter up cell count: further read-out of Ins promoter up, marked with its call; cell count; measured here: cytotoxicity, nuclei count;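 total cells summed across four imaged fields per well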
Lipid droplet cells 6.5 µM: recorded beside Lipid droplet, whose call it bears; cell count; measured here: cell count, cytotoxicity flag;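 cells counted across two imaged fields per well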
bCat nuc transl cell count 5 µM: recorded beside bCat nuc transl, whose call it bears; cell count; measured here: cell count, cytotoxicity flag
MT stabilizer Hoechst-high %: second read-out of MT stabilizer, no call of its own (marks repeat the call); % Hoechst-high responders; measured here: nuclear condensation Hoechst responders;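 share of cells brighter than vehicle mean plus two SD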
MT stabilizer cytotoxicity %: also measured in MT stabilizer; calls as there; toxicity, %; measured here: cytotoxicity by cell density;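 0% = mean cell density of plate MIN control wells and 100% = no cells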
Autophagy HCS cell loss 18 h: further read-out of Autophagy HCS, marked with its call; toxicity, %; measured here: cell loss, nuclei count;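 cell loss after 18 h compound exposure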
The depositor's hits bear a star; i = inactive; . = no result given; + = active, no number.

SMILES	Lipid droplet	Lipid droplet cells 6.5 µM	Ins promoter up	Ins promoter up cell count	MT stabilizer	MT stabilizer Hoechst-high %	MT stabilizer cytotoxicity %	Autophagy HCS	Autophagy HCS cell loss 18 h	HEK293 NOD2/NF-kB	Dynein cargo inh	Dynein cargo inh cytoplasmic EGFP	Dynein cargo inh nuclear GR-EGFP	Dynein cargo inh cell count	Yfh1-off respiration	bCat nuc transl	bCat nuc transl cell count 5 µM	WT yeast gro inh	WT yeast gro inh mutant strain
CC(C)(C)c1ccc(NC(=O)COC(=O)CCN2C(=O)c3cccc([N+](=O)[O-])c3C2=O)cc1	0	706	0.37	1480	3.3	3.4	8.6	i	0	-2%	0.35	-0.18	0.38	-1.5	i	-1.7	1037	-10	-6
CCN(CC)S(=O)(=O)c1ccc(N2CCCC2)c(C(=O)Nc2ccc(OC)c(Cl)c2)c1	-6	636	0.74	1279	1.5	2.4	6.8	i	-7	-6%	-0.28	-0.077	0.19	0.026	i	0.5	1087	-12	18
COc1cccc(CCc2nnc(CCC(=O)N3CCN(Cc4ccccn4)CC3)o2)c1	-2	743	0.36	1392	3.0	2.1	4.7	i	26	0%	0.32	-0.29	0.09	0.44	i	-0.7	1018	2	9
O=C(/C=C/c1ccccn1)c1cc(Br)ccc1O	-29	607	-0.59	1073	.	.	.	.	.	-13%	-4.8*	1.3*	-2.7*	0.19*	i	1.0	1313	.	.
Cn1c(SCC(=O)N=Nc2c(O)[nH]c3ccccc23)nc2ccccc21	-10	597	-0.36	1481	4.4	2.4	4.4	i	13	9%	0.69	-0.27	0.96	-0.99	i	-1.7	1103	8	2
Cc1ccc(-c2ccc(/C=N\NC(=O)C3C(=O)NCC3c3ccccc3)o2)cc1Cl (stereo not drawn)	-33	725	1.6	863	7.4	3.5	12	i	-7	-48%	-0.31	-0.18	0.18	-0.6	i	-3.9	1112	-33	6
O=C(CN(C(=O)CCC(=O)Nc1nccs1)c1ccc2c(c1)OCCO2)NCc1ccco1	-1	767	0.11	1183	3.2	2.7	3.3	i	6	-3%	0.11	-0.19	0.34	0.51	i	-4.5	1213	10	24
CCOC(=O)C1=C(CSc2n[nH]c(N)n2)NC(=O)NC1C (stereo not drawn)	.	.	0.65	1139	1.7	1.7	9.6	i	-13	-1%	-0.31	-0.21	-0.16	0.33	i	-5.1	916	36	12
Cc1ccc(N=C2NC(=O)/C(=C/c3cccn3C)S2)cc1	-10	652	-1.2	948	.	.	.	.	.	-119%	-0.041	-0.21	0.4	0.18	i	65*	636*	.	.
CCC(CC)c1nnc(NC(=O)C2CCCO2)s1 (stereo not drawn)	7	772	-0.72	1218	2.2	1.2	3.0	i	-22	-15%	1.4	-0.047	0.88	-0.79	i	0.0	1037	-1	2
CCCN(CCC)C(=O)Cn1c(=O)c2ccccc2n2c(=S)sc(-c3ccccc3C)c12	-9	636	0.03	1345	0.8	1.9	5.1	i	7	7%	-1.6	1.6	-0.014	-1.2	i	.	.	2	-11
N/C(Cc1cccs1)=N\OC(=O)COc1ccc(Br)cc1	-1	753	0.07	848	1.1	0.7	7.8	i	-13	6%	-0.78	-0.15	-0.44	0.6	i	1.2	1121	8	-9
CC(c1ccco1)N(C(=O)COc1ccc(Cl)cc1)c1ccccn1 (stereo not drawn)	-4	804	0.81	1335	1.4	0.8	1.8	i	5	-53%	4.4	-0.17	1.1	-1.6	i	-7.7	1149	4	0
COc1ccc(N(C(=O)c2ccccc2OC)C2C=CS(=O)(=O)C2)c(OC)c1 (stereo not drawn)	-9	631	0.12	1067	2.7	1.9	10.0	i	0	2%	-1.2	-0.094	-0.068	0.92	i	.	.	-4	-11
C/C(=N\NC(=O)c1cc(C)nc2ccccc12)c1cccs1	-4	724	-0.12	1395	.	.	.	.	.	19%	-0.83	-0.27	-0.45	0.93	i	0.4	1229	.	.
COc1cc(OC)cc(C(=O)OCCNC(=O)Cn2cnc3c2c(=O)n(C)c(=O)n3C)c1	-10	615	-0.69	1345	2.7	3.2	5.9	i	-9	9%	-0.4	-0.28	0.34	-0.86	i	-5.6	1041	-11	3
COC(=O)Cn1c(C)nc2c(sc3nc(C)cc(C)c32)c1=O	-5	684	-0.27	1429	2.3	1.9	4.8	i	2	-63%	-0.13	-0.2	0.12	1.8	i	-0.1	924	5	0
COc1cc(NC(=O)c2ccnnc2)cc(C(=O)Nc2cccc(C(F)(F)F)c2)c1	-2	717	0.39	863	.	.	.	.	.	17%	-0.87	-0.59	-0.33	0.23	i	-1.9	1363	.	.
O=C(CSc1nnc(Nc2ccccc2)s1)Nc1cccc(S(=O)(=O)N2CCCCC2)c1	-3	700	0.7	1498	7.9	1.7	15	i	-41	-14%	1.6	-0.032	1.1	-1.4	i	-0.1	1007	-10	9
COc1ccccc1-n1nc(C(=O)Nc2ccc3c(c2)OCO3)c2ccccc2c1=O	12	793	0.52	1239	3.8	2.8	5.3	i	-40	10%	-1	-0.13	0.18	-0.21	i	0.5	857	-2	1
CC(=O)c1sc(NC(=O)c2ccccc2C)nc1C	-15	665	0.15	1226	4.6	2.9	7.0	i	-2	-42%	-0.025	-0.31	0.11	0.31	i	0.0	1106	-2	7
COCCNC(=O)c1nn2cccnc2c1Cl	-4	760	-0.3	889	1.7	1.2	4.3	i	-5	10%	-0.91	-0.21	-0.52	1.1	i	-5.9	1217	0	3
CC(NC(=O)Nc1ccccc1F)C(C)(C)C (stereo not drawn)	2	725	-0.44	1468	2.7	1.6	7.8	i	-41	-8%	-0.57	-0.22	-0.28	0.54	i	-0.8	1596	-6	-5
COc1ccc(C(=O)/C=C/Nc2cc(C)on2)c(OC)c1	.	.	-0.55	1522	2.5	2.4	7.5	i	11	-19%	-1.6	0.44	-0.64	-0.081	i	-5.9	1034	25	32
CN(Cc1ccon1)C(=O)CCc1nnc(CCCCc2ccccc2)o1	-9	681	0.47	1478	3.9	1.5	0.9	i	-27	6%	1.1	-0.26	0.31	-0.47	i	-1.1	946	-2	1
Cc1cccc(C)c1OCC(=O)Nc1cccc(-c2nnc(-c3ccccc3)o2)c1	.	.	-0.32	964	11	5.6	36	i	-12	-46%	-0.12	-0.21	0.33	-0.2	i	-0.7	1434	7	17
CCc1cc2cc(C)ccc2nc1SCC(=O)N1CCN(C(=O)c2ccco2)CC1	.	.	0.58	982	1.2	2.2	13	i	6	15%	0.3	-0.21	-0.11	0.46	i	-5.0	1029	24	10
CCOc1ccc(OCC)c(NC(=O)CNS(=O)(=O)c2cccs2)c1	.	.	-0.14	1505	5.9	2.2	13	i	49	20%	-0.55	-0.35	-0.33	0.83	i	0.1	1413	-1	-16
Cc1nc2sc3c(c2c2nnc(SCC(=O)NCc4ccco4)n12)CCCC3	-6	659	0.56	2022	1.8	0.5	37	i	-5	8%	0.79	-0.23	0.84	-0.44	i	-1.9	1070	28	8
CCCN(Cc1nc(-c2ccc(Cl)cc2)no1)CC1CCCO1 (stereo not drawn)	-18	705	-0.49	1468	1.4	0.3	1.5	i	-17	4%	1.9	-0.11	1.8	-1.5	i	-0.3	1032	33	9
COc1ccc(S(=O)(=O)N2CCN(C(=O)NC3CCCCC3)CC2)cc1	1	648	-0.43	1542	1.9	0.9	2.6	i	7	10%	0.97	-0.096	-0.22	0.77	i	-0.6	1535	-9	-24
CCCC1(C(=O)OCC)NC(c2ccc(N(C)C)cc2)C2C(=O)N(c3ccc(OCC)cc3)C(=O)C21 (stereo not drawn)	.	.	0.4	1197	3.4	2.8	8.6	i	-18	7%	0.054	0.0093	0.4	-0.61	i	-1.5	1135	9	15
COc1c(Cl)cc(Cl)cc1/C=C/C(=O)c1ccc(NC(=O)c2cccs2)cc1	20	642	-3.5	761	3.0	1.1	13	i	8	-123%	-3.4	0.47	-2.2	0.49	i	5.7	734	24	-2
COc1ccccc1CNC(=O)Cn1cc2c(n1)CCCC2	-28	552	-0.33	1917	2.9	3.4	8.9	+	6.8*	-7%	1.3	-0.18	0.74	-0.35	i	0.3	1144	7	2
Cc1cccc[n+]1CC(=O)c1ccc2c(c1)OCCO2	8	685	0.32	1383	1.9	2.7	3.8	i	-2	-9%	-0.95	-0.25	-0.6	0.52	i	-0.6	1064	-1	-2
COc1ccc(C2/C=C\CN(C(=O)c3ccc(C)cc3)[C@H](Cc3ccccc3)C(=O)N2Cc2ccc(F)cc2)cc1 (stereo partly drawn)	-7	608	.	.	.	.	.	.	.	-8%	-0.23	-0.73	-0.064	0.075	i	-2.3	1228	.	.

These rows are one share of the data. The share of hits here may be higher or lower than overall.
